D2 antag – antagonizes the human D2 dopamine receptor. inhibition, % at 10 µM. 340,000 tested, 2% active. HEK293 TREx D2 cells, calcium flux, dopamine EC80. AID 485344; in the data active = inhibition above about 30%; note: 0% is about no effect
Target sequence (P14416 whole entry, looked up): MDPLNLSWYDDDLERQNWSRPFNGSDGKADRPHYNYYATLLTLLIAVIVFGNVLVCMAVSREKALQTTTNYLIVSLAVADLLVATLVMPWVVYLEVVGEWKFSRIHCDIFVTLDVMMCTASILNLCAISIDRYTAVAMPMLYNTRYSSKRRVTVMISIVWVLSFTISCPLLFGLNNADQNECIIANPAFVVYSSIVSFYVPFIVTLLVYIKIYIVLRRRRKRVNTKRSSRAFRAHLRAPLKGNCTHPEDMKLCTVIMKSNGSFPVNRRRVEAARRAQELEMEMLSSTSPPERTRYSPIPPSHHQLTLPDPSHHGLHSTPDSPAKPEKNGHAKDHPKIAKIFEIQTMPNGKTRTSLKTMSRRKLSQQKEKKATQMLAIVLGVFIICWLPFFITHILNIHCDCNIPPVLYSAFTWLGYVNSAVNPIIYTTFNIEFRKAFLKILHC
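Antagonism is scored as inhibition of an EC80 dopamine-evoked calcium signal in a force-coupled, tetracycline-inducible HEK293 T-REx D2 line, with compound present 180 s before agonist.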
D1 antag – antagonists of human D1 dopamine receptor; HEK293 TREx D1 cells, calcium flux, dopamine EC80; stronger effect = lower value; activity change, negative = inhibition, % at 10 µM; 360,000 tested, 3.2% active; AID 504652; in the data active = activity change below about -30%; note: % is set by controls: 0 for no effect and ±100 for the full control effect
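Compound effects on dopamine-evoked calcium signalling were measured in tetracycline-induced HEK293 Trex D1 cells. Dopamine at EC80 followed a 180 s compound pre-read, and fluorescence was tracked kinetically for 180 s more.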
D1 agonist – human D1 receptor agonism | P21728 | activation, % at 2 µM | 360,000 tested, 1% active | HEK293 T-REx D1 cells, calcium flux, agonist mode; in the data active = activation above about 30%; note: 0% is about no effect
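Agonism was scored from calcium flux recorded over 180 s (1 read/s) after pintool compound addition, following a 10-cycle baseline. Cells were inducible force-coupled HEK293 TREx D1, plated overnight at 30 C and loaded with no-wash calcium dye.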
TRHR enhancer – allosterically enhances the human TRH receptor. AID 493056. 360,000 tested, 0.66% active. enhancement, % at 2 µM. TRHR cells, fluo-8 calcium fluorescence, EC20 TRH enhancement; in the data active = enhancement above about 30%; note: 0% is about no effect
Target sequence (P34981 whole entry, looked up): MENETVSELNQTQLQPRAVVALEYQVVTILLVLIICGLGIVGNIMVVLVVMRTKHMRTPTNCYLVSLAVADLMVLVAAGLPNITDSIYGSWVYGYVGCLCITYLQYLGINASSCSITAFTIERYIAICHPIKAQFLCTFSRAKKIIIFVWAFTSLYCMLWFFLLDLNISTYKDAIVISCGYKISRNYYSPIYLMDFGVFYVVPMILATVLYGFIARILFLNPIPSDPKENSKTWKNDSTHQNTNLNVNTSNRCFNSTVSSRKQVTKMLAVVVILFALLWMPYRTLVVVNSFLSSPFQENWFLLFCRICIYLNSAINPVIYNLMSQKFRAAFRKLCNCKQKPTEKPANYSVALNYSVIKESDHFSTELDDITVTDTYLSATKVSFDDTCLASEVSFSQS
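TRHR-expressing cells loaded with fluo-8 calcium dye were read kinetically (ex 480/em 530) during compound addition, then stimulated with an EC20 of TRH (10 nM final). Enhancement of the Gq-mediated intracellular calcium response was scored.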
RXFP1 antagonist – blocks the human relaxin receptor RXFP1; Q9HBX9; HEK293-RXFP1, relaxin-stimulated cAMP HTRF, 30 min; stronger effect = lower value; activity change, negative = inhibition, % at 57.5 µM; 350,000 tested, 0.59% active;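 active = activity change of -60% or lower, but not beyond a set lower limit; inconclusive = change between -60% and -40%, or beyond the set limit; inactive = change above -40%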; note: % is set by controls: 0 for no effect and ±100 for the full control effect
D1 PAM – potentiators of human D1 dopamine receptor. HEK293 TREx D1 cells, calcium flux, dopamine EC20 potentiation. P21728. potentiation, % at 10 µM. AID 504651. 360,000 tested, 0.036% active; in the data active = potentiation above about 30%; note: 0% is about no effect
D2 agonist – activates the human D2 dopamine receptor | activation, % at 2 µM | P14416 | HEK293 T-REx D2 cells, calcium flux agonist mode | 340,000 tested, 0.53% active;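 active = activation over 3 SD above normal in the single-dose calcium agonist read, cut at about 30% in these data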; note: 0% is about no effect
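In this primary screen, compounds producing a positive calcium signal within 180 s of addition to tetracycline-induced, force-coupled HEK293 Trex D2 cells are flagged; cells are dye-loaded with a no-wash calcium kit beforehand.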
D2 potentiator – positively modulates the human D2 dopamine receptor allosterically; HEK293 T-REx D2, calcium flux, EC20 dopamine potentiation; P14416; potentiation, % at 10 µM; 340,000 tested, 0.34% active;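 active = potentiation over 3 SD above the plate norm, cut at about 30% in these data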; note: 0% is about no effect
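Using a no-wash calcium dye in inducible, force-coupled HEK293 Trex cells expressing D2, we tracked fluorescence each second for 180 s after compound, then for 180 s after EC20 dopamine to detect augmented signalling.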
RXFP1 ag – RXFP1 (human) receptor agonism | Q9HBX9 | Potency, µM (series often up to 57.5 µM), for the others: at the highest dose activation, usual class: activators | HEK293T-RXFP1 cAMP TR-FRET, 30 min; response scale: percent of porcine relaxin response, buffer zero | AID 2676 | 370,000 tested, 0.3% active; active = well fitted activation curve with a large enough effect; inconclusive = small, poorly fitted or top-dose-only effect; note: potency is the fitted concentration of half-maximal effect; % is set by controls: 0 for no effect and ±100 for the full control effect; nearly all actives have a fitted effect of over 60% in size; many of its hits are not listed in these tables
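cAMP rise read by TR-FRET after 30 min, 37C compound exposure (up to 58 uM) in RXFP1-transfected HEK293 cells with Ro 20174 present. EC50 from Hill-equation fits, with 29 nM porcine relaxin as 100% and buffer as basal.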
Starred values were filed as active, the others as inactive; ? = inconclusive; . = no result given; & = joins results of further samples.

SMILES | D2 antag | D1 antag | D1 agonist | TRHR enhancer | RXFP1 antagonist | D1 PAM | D2 agonist | D2 potentiator | RXFP1 ag
CCOc1ccccc1C(=O)NC(C)c1ccc2c(c1)OCO2 (configuration not stated) | 40* | -4 | 6 | 0 | 1 | 2 | -0.1 | 0 | -0.7%
COC(=O)CC1(C(=O)OC)Oc2ccc(Br)cc2C(=O)N1c1cccc(Cl)c1Cl (configuration not stated) | -26 | 24 | 3 | 1 | -11 | 0 | 0.7 | -2 | 1.0%
O=[N+]([O-])c1ccc(F)c(N=Cc2ccc(Br)s2)c1 | -2 | -4 | 2 | -1 | 9 | -9 | -2.0 | 2 | 2.1%
COc1ccccc1Oc1ccc(-c2cnc3ccccc3n2)cc1[N+](=O)[O-] | 5 | 5 | 6 | -6 | ? | -7 | 0.2 | 5 | 4.5%
COc1cc(OC)c(NC(=S)NCc2ccc(F)cc2)cc1Cl | -21 | . | 4 | 10 | 6 | -3 | 0.9 | -8 | 0.1%
COc1ccc(OC(=O)c2cccc(S(=O)(=O)N3CC(C)OC(C)C3)c2)cc1 (configuration not stated) | -16 | -2 | 3 | 3 | 1 | -2 | -0.2 | 0 | 0.7%
COc1ccc2cc(/C(C)=N/NC(=S)Nc3cc(S(=O)(=O)N4CCOCC4)ccc3N3CCOCC3)ccc2c1 | 0 | -4 | 2 | 4 | . | -3 | 1.4 | 16 | -1.0%
CCCN1C2=C(C(=O)CC(C)(C)C2)C(c2ccc(F)cc2)C2=C1c1ccccc1C2=O (configuration not stated) | 23 | 7 | 2 | 4 | 1 | -4 | -0.4 | 4 | -2.7%
CCOC(=O)CC1Sc2ccccc2NC1=O (configuration not stated) | -11 | 1 | -1 | 4 | -5 | -7 | . | 18 | -1.0%
COc1ccccc1CNC(=O)C(C)Sc1ccc(C)cc1 (configuration not stated) | 0 | -4 | 1 | -3 | -7 | -3 | -0.5 | -4 | 0.1%
CC1C2=C(CC(C)(C)CC2=O)NC2=C1C(=O)CC(C)(C)C2 | 11 | -7 | -1 | -2 | 1 | 0 | -0.2 | 10 | 10%
Cc1nc2ccc(NC(=O)c3ccc(=O)[nH]c3)cc2s1 | -14 | -4 | 8 | -5 | 1 | -7 | -2.1 | 18 | -1.0%
COc1ccc(Oc2ccc3c(C(F)(F)F)cc(C(F)(F)F)nc3n2)cc1 | -7 | -4 | -1 | 6 | 3 | 0 | 0.5 | 2 | 1.2%
COc1cccc(/C=N/NC(=O)c2oc3nc(-c4ccccc4)cc(-c4ccco4)c3c2N)c1 | -1 | 3 | 2 | 0 | 6 | 5 | 1.3 | 6 | ?
COc1ccc(-n2c(CSc3nc(C)cc(C)n3)nnc2SCC(=O)Nc2nccs2)cc1 | -2 | -6 | 3 | -2 | -1 | -15 | 0.8 | 8 | 2.5%
COc1ccc(-c2cc3ccc(O)c(CN4CCN(C)CC4)c3oc2=O)cc1OC | . | -6 | 5 | 6 | 12 | -1 | . | 13 | ?
O=C(NCCN1CCOCC1)c1csc2c1CCCCC2 | 0 | -1 | 1 | 3 | 7 | 14 | -0.3 | -5 | 1.2%
O=C(Nc1nnc(C2CC2)s1)c1ccc(Cl)c(S(=O)(=O)N2CCc3ccccc3C2)c1 | 11 | 16 | 3 | -4 | -13 | -6 | -0.5 | 1 | -0.4%
COc1ccc(N(C(C)C(=O)Nc2cccnc2)S(C)(=O)=O)cc1 (configuration not stated) | -7 | 11 | 3 | 10 | 9 | -2 | 1.0 | 9 | 1.6%
O=C(NC1CCCCC1)C1CCCN(S(=O)(=O)c2cnc[nH]2)C1 (configuration not stated) | 15 | 12 | 1 | -3 | . | . | -0.3 | 11 | -0.8%

Record cards, from the list above.
COc1ccc(N(C(C)C(=O)Nc2cccnc2)S(C)(=O)=O)cc1 (configuration not stated) as listed: D2 antag = -7; D1 antag = 11; D1 agonist = 3; TRHR enhancer = 10; RXFP1 antagonist = 9; D1 PAM = -2; D2 agonist = 1.0; D2 potentiator = 9; RXFP1 ag = 1.6%
COc1ccc(-c2cc3ccc(O)c(CN4CCN(C)CC4)c3oc2=O)cc1OC as listed: D2 antag = .; D1 antag = -6; D1 agonist = 5; TRHR enhancer = 6; RXFP1 antagonist = 12; D1 PAM = -1; D2 agonist = .; D2 potentiator = 13; RXFP1 ag = ?

(next part)
SMILES | D2 antag | D1 antag | D1 agonist | TRHR enhancer | RXFP1 antagonist | D1 PAM | D2 agonist | D2 potentiator | RXFP1 ag
CN(CC(=O)Nc1ccc(F)cc1)C(=O)COC(=O)/C=C/c1ccccc1[N+](=O)[O-] | 18 | 4 | 0 | -2 | 4 | 1 | -0.3 | 11 | -0.6%
CCCCc1ncc(CN2CCC(CC3CCCCO3)(C(=O)OCC)CC2)[nH]1 (configuration not stated) | -8 | 6 | 1 | 0 | -1 | 4 | -1.7 | -6 | 1.0%
CCCN1C(=O)/C(=N\OCC(=O)NCC(F)(F)F)c2ccccc21 | 5 | 2 | 0 | -1 | 2 | 5 | -0.3 | -10 | -0.1%
CCN=C(NCC)SC1CC(=O)N(c2ccc(OC)cc2)C1=O (configuration not stated) | 10 | -8 | 2 | 27 | -14 | -4 | -1.9 | 2 | 2.3%
COc1ccc(C2CC(=O)Oc3c(C(CCN4CCCC(C)C4)c4ccc(N(C)C)cc4)c(OC)cc(OC)c32)cc1 (configuration not stated) | -47 | -18 | 14 | -4 | . | 8 | -2.4 | -17 | -1.0%
O=C(Nc1cccc(F)c1)c1cccnc1NCCc1ccccc1 | 22 | -11 | 1 | -1 | 10 | -9 | 0.4 | -22 | 5.6%
O=C(N1CCN(Cc2ccccc2)CC1)C(Cl)(Cl)Cl | 1 | 8 | 0 | 3 | -8 | -12 | 6.0 | -12 | 2.7%
O=C(Cc1ccc(-c2ccccc2)cc1)Nc1ccccc1 | . | -12 | 33* | 10 | -12 | 4 | . | -11 | -1.1%
CCOc1ccc(Cc2onc3c2C(=O)CC(C)(C)C3)cc1OCC | 1 | -30 | 7 | -3 | 4 | 1 | -0.9 | 38* | 1.7%
CS(=O)(=O)N(CC(=O)N1CCCC1)c1ccc2c(c1)OCCO2 | 5 | -21 | 7 | -4 | 10 | 1 | 1.0 | 7 | 0.9%

In the list so far, these contain an NH in an aromatic ring:
SMILES | D2 antag | D1 antag | D1 agonist | TRHR enhancer | RXFP1 antagonist | D1 PAM | D2 agonist | D2 potentiator | RXFP1 ag
Cc1nc2ccc(NC(=O)c3ccc(=O)[nH]c3)cc2s1 | -14 | -4 | 8 | -5 | 1 | -7 | -2.1 | 18 | -1.0%
O=C(NC1CCCCC1)C1CCCN(S(=O)(=O)c2cnc[nH]2)C1 (configuration not stated) | 15 | 12 | 1 | -3 | . | . | -0.3 | 11 | -0.8%
CCCCc1ncc(CN2CCC(CC3CCCCO3)(C(=O)OCC)CC2)[nH]1 (configuration not stated) | -8 | 6 | 1 | 0 | -1 | 4 | -1.7 | -6 | 1.0%

Next section.
SMILES | D2 antag | D1 antag | D1 agonist | TRHR enhancer | RXFP1 antagonist | D1 PAM | D2 agonist | D2 potentiator | RXFP1 ag
C[C@H](NC(N)=O)C(=O)Nc1ccc(OCc2ccccc2)cc1 | 0 | -7 | 3 | -5 | -6 | -4 | 0.2 | 8 | -0.6%
COc1ccc(-c2[nH]ncc2-c2cnn(-c3ccccc3)c2)c(O)c1 | 0 | -18 | 3 | -3 | 0 | -6 | -0.6 | -8 | 1.2%
O=C(CCC1CC(=O)Nc2ccccc21)NCc1ccc(F)cc1 (configuration not stated) | -2 | 5 | 0 | -2 | -8 | -8 | 0.5 | -17 | 2.1%
O=C(c1cn(-c2ccccc2)nc1-c1ccc(Cl)cc1)N1CCOCC1 | 2 | 10 | 0 | 0 | 13 | -5 | 1.6 | -1 | 1.3%
C=C(c1ccccc1O)n1ccnc1 | 9 | 2 | 1 | 12 | 3 | 7 | -1.2 | -2 | -1.2%
COC(=O)c1sccc1NC(=O)c1ccco1 | 5 | 8 | -3 | 1 | 6 | 0 | -0.2 | 4 | -1.4%
N#CCC(N)=C(C#N)C#N | -15 | 9 | 80* | -8 | . | 8 | 20 | -6 | 16%
OC1CCCCC1Sc1nc2ccccc2s1 (configuration not stated) | 40* | -2 | 6 | -5 | -13 | -2 | 0.0 | -12 | 1.0%
COc1ccc(S(=O)(=O)N2CCC(NC(=O)C(Cc3cccc(OC)c3OC)NC(C)=O)CC2)cc1 (configuration not stated) | 5 | -19 | 1 | -3 | 10 | -1 | 0.7 | -14 | 0.4%
NC(=O)c1ccc(Cc2ncc(C(F)(F)F)cc2Cl)s1 | 9 | 1 | 5 | 0 | 0 | -7 | -0.4 | 9 | 0.9%
CC[n+]1ccc2cc(OC)c(OC)cc2c1Cc1ccc(OC)c(OC)c1 | 12 | -49* | -1 | -3 | -30 | 0 | 1.7 | -11 | 1.5%
CCOC(=O)c1ccc(NC(=O)c2nc[nH]c2C(=O)N(CC)CC)cc1 | -11 | -16 | 3 | 0 | . | -2 | -0.8 | -6 | -3.7%
COc1ccc(NC(=S)N2CCC(NC(=O)c3cccc(F)c3)CC2)cc1 | -6 | -9 | 1 | 16 | 5 | -3 | -1.0 | -5 | 4.1%
CCOC(=O)c1c(-c2ccc(F)cc2)csc1NC(=O)C1CC=CCC1C(=O)O (configuration not stated) | -1 | -1 | 1 | -4 | 2 | -8 | 0.1 | 2 | 5.9%
CCc1nn2c(=O)cc(COC(=O)C(c3ccccc3)c3ccccc3)nc2s1 | . | -12 | 16 | -9 | . | -6 | . | 15 | -2.4%
COC(=O)c1cc(Br)ccc1OC(=O)c1cccnc1 | -7 | -13 | 3 | 7 | -7 | -5 | -0.6 | 3 | 0.7%
COc1cccc(NC(=O)CCNC(=O)Cn2ccc3ccccc3c2=O)c1 | -3 | 8&-16 | 1&1 | 0&-1 | -9&0 | 1&-4 | -0.7&-1.5 | 4&1 | -4.3%&-0.1%
O=S(=O)(c1ccc2ccccc2c1)N1CCOCC1 | -4 | 5 | -4 | 3 | -2 | 8 | 1.2 | 25 | -0.9%

A portion of the library. The share of hits here may be higher or lower than overall.
